HER2 expr 66K = inhibitors of Her2 protein expression, primary screen, SKBR-3 cells, AlphaScreen, 66K library; Receptor tyrosine-protein kinase erbB-2 (Homo sapiens), P04626; SKBR-3 HER2 protein level, 18-24 h; active compounds read low; HER2 level % of control, % at 10 µM; hit rate 0.69% among 65,000; AID 645, 2007;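 active means HER2 level under 5% of the carrier-only control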;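 further: 100% = DMSO carrier and 0% = 500 nM PU-H71 HSP90 inhibitor; lower value means stronger loss of Her2 protein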
Hsp90 inh = tumor Hsp90 inhibitors, primary screen, cell lysate, fluorescence polarization, NCI-N417 lysate | Heat shock protein HSP 90-alpha (Homo sapiens), P07900 | Cy3B-geldanamycin FP displacement | inhibition, % at 30 µM | hit rate 0.35% among 64,000 | AID 429, 2006;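 active means inhibition above 50%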;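 further: 0% = tracer plus lysate wells and 100% = tracer alone without lysate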
NADH coupling = inhibitors of PK/LDH coupling enzymes, profiling panel, artefact control, biochemical, MLSMR library; coupled PK/LDH NADH assays, four targets; IC50, µM (doses to about 10 µM), for the others: at the highest dose inhibition; hit rate 0.02% among 65,000; AID 774, 2007;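 active means single-dose screening hits from any of four coupled enzyme assays that gave an IC50 when retested across doses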;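 further: the DPM-DC format reads NADH fluorescence rather than 340 nm absorbance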
M1 ag = M1 muscarinic receptor agonists, primary screen, CHO-M1 cells, Fluo-4 calcium, agonist mode; Muscarinic acetylcholine receptor M1; Fluo-4 calcium fluorescence; active compounds read high; B-score at 10 µM; hit rate 3% among 64,000;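 active means fluorescence rise, raw or as B-score row- and column-corrected plate score, outside the 99.7% band of its plate's samples, either direction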
M1 antagonist = antagonists of rat M1 muscarinic receptor; B-score at 10 µM; AID 628, 2007; Muscarinic acetylcholine receptor M1 (Rattus norvegicus), P08482; hit rate 3.4% among 64,000; CHO-M1 cells, Fluo-4 calcium, ACh EC80 antagonist mode; active compounds read low;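 active means calcium fluorescence response, raw or row-and-column corrected B-score, differing from the plate sample mean either way at a set confidence level, mostly lower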
Target sequence (P08482 whole entry, looked up): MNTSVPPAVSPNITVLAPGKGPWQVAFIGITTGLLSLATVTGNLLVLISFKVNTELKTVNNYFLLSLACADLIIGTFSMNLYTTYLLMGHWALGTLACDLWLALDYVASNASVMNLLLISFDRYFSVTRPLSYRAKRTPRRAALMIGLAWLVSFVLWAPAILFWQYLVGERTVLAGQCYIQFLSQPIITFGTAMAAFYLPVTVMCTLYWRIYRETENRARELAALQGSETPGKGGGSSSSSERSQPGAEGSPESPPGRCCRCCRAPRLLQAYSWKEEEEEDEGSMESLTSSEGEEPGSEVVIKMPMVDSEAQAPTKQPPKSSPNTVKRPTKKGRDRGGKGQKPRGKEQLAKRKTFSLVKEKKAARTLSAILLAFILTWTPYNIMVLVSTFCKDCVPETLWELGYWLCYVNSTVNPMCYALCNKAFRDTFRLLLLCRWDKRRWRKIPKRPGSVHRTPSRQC
Ec RNAP inh = E. coli RNAP inhibitors, biochemical; E. coli RNA polymerase, fluorescence transcription assay; inhibition, %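 (tested at 10 µM)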; hit rate 0.2% among 62,000; AID 559, 2006; in the data active means inhibition above about 20%;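 further: 0% = enzyme without compound and 100% = no enzyme blank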
D1 allo mod = D1 CRE-luciferase signal change, two-sided – cell-based, HEK293 D1, dopamine EC30, D1 allosteric modulator project, primary screen | B-score at 10 µM | hit rate 5.9% among 58,000 | AID 641, 2007 | dopamine EC30 potentiation; actives deviate in either direction;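 active means luminescence count or its row- and column-corrected plate score outside the 99.7% band of the plate's sample wells, on either side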
Target sequence (P21728 whole entry, looked up): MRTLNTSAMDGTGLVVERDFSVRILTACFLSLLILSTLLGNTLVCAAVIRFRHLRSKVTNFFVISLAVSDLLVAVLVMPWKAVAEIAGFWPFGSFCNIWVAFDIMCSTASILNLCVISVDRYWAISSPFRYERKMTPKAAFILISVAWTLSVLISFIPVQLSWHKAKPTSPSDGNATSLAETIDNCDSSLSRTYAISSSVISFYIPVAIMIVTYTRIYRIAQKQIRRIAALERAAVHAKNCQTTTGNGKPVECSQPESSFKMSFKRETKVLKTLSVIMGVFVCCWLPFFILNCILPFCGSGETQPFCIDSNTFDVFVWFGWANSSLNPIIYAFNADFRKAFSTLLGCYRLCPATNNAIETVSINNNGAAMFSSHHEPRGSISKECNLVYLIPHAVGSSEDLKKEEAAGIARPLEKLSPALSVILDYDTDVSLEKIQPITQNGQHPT
Autofluor 339 = intrinsic fluorescence of library compounds, ex339/em460 – biochemical, MLSMR library, data from DPM-DC assay, artefact control, profiling panel | AID 709, 2007 | compound autofluorescence, ex339/em460 nm, NADH buffer; active compounds read high; 1 = no-compound wells, NADH background | fluorescence fold increase at 10 µM | hit rate 5.5% among 65,000;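 active means at 10 µM, mean starting fluorescence two-fold or more over control wells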;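 further: signal is the first read of a kinetic run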
HTR1A agonist = human 5-HT1a receptor agonists, primary screen, cell-based, CHO, Ga15 NFAT-bla reporter | hit rate 0.56% among 65,000 | CHO 5-HT1a Ga15 NFAT-bla reporter, FRET ratio; 0% basal, 100% maximal reference agonist | activation, % at 10 µM;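 active means activation above the screen-wide mean activation plus 3 SD, cut at about 19% in these data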;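 further: 0% = DMSO wells and 100% = 5-CT at EC100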
An asterisk follows results filed as active; x = no result given; [ ] = remark or other dose.

SMILES	HER2 expr 66K	Hsp90 inh	NADH coupling	M1 ag	M1 antagonist	Ec RNAP inh	D1 allo mod	Autofluor 339	HTR1A agonist
O=C(NCC(=O)N(c1ccccc1F)C(C(=O)NCC1CCCO1)c1ccccc1)c1ccco1 (centres undefined)	85	-2	3%	3.7	-1.1	-4	-0.24	1.1	0.6
CCCc1nc2ccccc2c(=O)n1NC(=O)c1c(O)c2ccccc2[nH]c1=O	62	-3	5%	-0.39	0.52	10	-1.1	1.1	-1.0
COc1cc(C(c2sc3nc(C)nn3c2O)N2CCc3ccccc3C2)cc(OC)c1OC (centres undefined)	96	-2	5%	-0.47	-0.39	0	-1.1	1.1	-2.0
COc1ccc2noc3c2c1C(=O)c1ccccc1-3	65	39	7%	354*	-12*	2	5*	1.1	-3.5
CC1(C)Cc2c(sc3c2c2ncnn2c2nnc(SCC(=O)NCc4ccco4)n32)CO1	96	-1	5%	0.42	-1.2	3	0.37	1.1	0.3
CC(=O)N1CCN(CC(=O)Nc2c(Cl)cc(Cl)cc2Cl)CC1	107	0	2%	-0.076	0.039	4	-0.018	1.1	-2.8
COC(=O)c1ccccc1NC(=O)CSc1nnc(-c2ccoc2C)n1C	107	-1	3%	-0.024	-1.2	7	-0.24	1	-0.9
Cc1cc(C)c2cc(C#N)c(SCC(=O)NCC3CCCO3)nc2c1 (centres undefined)	108	-2	7%	2.6*	-0.44	-3	x	1.3	-1.9
O=c1c2ccccc2nc(-c2ccccc2)n1CCCn1ccnc1	107	1	4%	-0.7	-0.37	3	0.34	1.1	0.1
O=C(NCC1CCCO1)c1cccc(N2C(=O)C3C4C=CC(C4)C3C2=O)c1 (centres undefined)	102	-3	5%	0.48	0.2	10	0.0054	1	-2.9
CCOc1cc2c(cc1OCC)C(c1ccc(O)c(OC)c1)NCC2 (centres undefined)	88	-4	4%	-0.11	-0.33	7	-0.027	1	-3.0
COC(=O)C(NC(=O)c1ccc(F)cc1)(Nc1nc(C)cs1)C(F)(F)F (centres undefined)	112	3	1%	-0.071	-0.66	x	1.7	1.1	0.0
CCC1CCCCN1CCNS(=O)(=O)c1ccc2c(c1)CCN2C(C)=O (centres undefined)	80	-4	7%	-1.1	0.3	10	x	1.1	0.5
CCC(=O)N1CCc2cc(S(=O)(=O)NCCCN(CC)Cc3ccccc3)ccc21	85	-3	5%	0.45	-1.1	15	-0.26	1.1	0.1
Cc1ccc2nc(NC(=O)C3CCCN(S(=O)(=O)c4cccnc4)C3)sc2c1 (centres undefined)	103	-3	2%	1.6	0.04	9	x	1.1	-0.2
O=C(CSc1n[nH]c(-c2ccc(S(=O)(=O)N3CCCCC3)cc2)n1)Nc1nccs1	97	0	10%	-0.004	0.027	-4	0.0039	2.6*	-0.3
CN=Cc1cc(-c2ccccc2)sc1O	92	-1	2%	-0.072	-0.0084	-6	1.8	1	-0.4
COC(=O)CSc1nnc(-c2ccncc2)o1	117	0	3%	-0.21	0.35	10	0.029	0.99	-1.2
Cc1ccc(S(=O)(=O)n2nc(OC(=O)c3c(-c4ccccc4Cl)noc3C)cc2N)cc1	105	1	1%	3.6	0.11	3	x	1.1	-0.9
CCCCN(c1ccccc1)c1ncnc2nc[nH]c12	99	-1	4%	-0.44	0.0016	3	12*	1.2	-0.2

Reformatted field by field: part of the list above.
CN=Cc1cc(-c2ccccc2)sc1O
- HER2 expr 66K: 92
- Hsp90 inh: -1
- NADH coupling: 2%
- M1 ag: -0.072
- M1 antagonist: -0.0084
- Ec RNAP inh: -6
- D1 allo mod: 1.8
- Autofluor 339: 1
- HTR1A agonist: -0.4

Cc1ccc2nc(NC(=O)C3CCCN(S(=O)(=O)c4cccnc4)C3)sc2c1 (centres undefined)
- HER2 expr 66K: 103
- Hsp90 inh: -3
- NADH coupling: 2%
- M1 ag: 1.6
- M1 antagonist: 0.04
- Ec RNAP inh: 9
- D1 allo mod: x
- Autofluor 339: 1.1
- HTR1A agonist: -0.2

CCOc1cc2c(cc1OCC)C(c1ccc(O)c(OC)c1)NCC2 (centres undefined)
- HER2 expr 66K: 88
- Hsp90 inh: -4
- NADH coupling: 4%
- M1 ag: -0.11
- M1 antagonist: -0.33
- Ec RNAP inh: 7
- D1 allo mod: -0.027
- Autofluor 339: 1
- HTR1A agonist: -3.0

CCC1CCCCN1CCNS(=O)(=O)c1ccc2c(c1)CCN2C(C)=O (centres undefined)
- HER2 expr 66K: 80
- Hsp90 inh: -4
- NADH coupling: 7%
- M1 ag: -1.1
- M1 antagonist: 0.3
- Ec RNAP inh: 10
- D1 allo mod: x
- Autofluor 339: 1.1
- HTR1A agonist: 0.5

(list continues)
SMILES	HER2 expr 66K	Hsp90 inh	NADH coupling	M1 ag	M1 antagonist	Ec RNAP inh	D1 allo mod	Autofluor 339	HTR1A agonist
O=C(Nc1nccs1)c1cccc(S(=O)(=O)N2CCCCC2)c1	79	-1	5%	-0.55	-1.2	5	0.13	1	-1.6
COc1ccc(C(=O)Oc2ccc(/C=N/O)cc2)cc1	81	x	3%	-0.024	-0.0045	8	1	1.1	2.2
CC(=O)NC(CCS(C)(=O)=O)C(=O)Nc1cccc2ccccc12 (centres undefined)	107	-2	1%	-0.77	0.23	2	-0.81	1	0.9
Cn1c(SCC(=O)OC2CCCCC2)nnc1-c1ccc(S(=O)(=O)N2CCCC2)cc1	69	2	8%	-0.91	-0.59	3	-0.86	1.1	0.1
CCOCCn1c(SC)nc2c1c(=O)[nH]c(=O)n2C	135	-6	7%	-0.091	-0.7	0	0.76	1.1	-0.1
CCOC(=O)c1cnc2c(-c3ccccc3)c(C)nn2c1N	111	-6	15%	0.84	0.37	7	-0.82	1.8	0.4
CCCCOC(=O)c1ccc(NC(=O)C2CCCO2)cc1 (centres undefined)	111	-3	4%	0.096	0.033	-4	0.15	1.1	-2.1
CCOc1ccc(C2C(=O)N(C3CCCCC3)CC(=O)N2CC2CCCO2)cc1OC (centres undefined)	109	1	5%	-0.13	-0.39	6	0.58	1	-1.4
OCCN1CCN(CC#CCn2c3ccccc3c3ccccc32)CC1	50	-3	5%	-0.19	-1.7	3	-1.5	1.1	-0.5
Cc1csc2nc(CNS(=O)(=O)c3cccnc3)cn12	61	-8	4%	-0.11	0.16	x	-0.016	1.1	-3.5
CCc1ccccc1N1CC23C=CC(O2)C(C(=O)O)C3C1=O (centres undefined)	115	-5	2%	0.39	0.68	5	0.3	1	-2.6
Cc1cc(C)n2c3c(c(C#N)c2n1)CC(C)(C)OC3	106	-3	10%	0.16	0.18	x	x	1.6	-1.3
C/C(=N\S(=O)(=O)c1ccc(C)cc1)N1CCN(S(=O)(=O)c2ccccc2)C1	103	0	4%	-0.08	-0.41	3	-0.83	1.1	-1.5
CCN(CC)S(=O)(=O)c1ccc(NC(=O)CSc2nnc(-c3ccc(F)cc3)o2)cc1	62	4	4%	-0.35	-0.47	4	0.82	1.1	1.5
COc1ccc(NC(=O)CN2CCC(C)CC2)cc1	91	-2	6%	0.55	0.39	6	0.57	1.1	-0.8
O=C(c1cc2ncc(Br)cn2n1)N1CCOCC1	172	x	2%	0.56	0.77	7	0.28	1.1	x
O=C(CN1CCN(c2ccccc2)CC1)Nc1nccs1	88	-2	3%	-0.39	-0.32	10	-0.55	1	-1.1
Cc1ccc(-n2ncc(C(=O)NCc3ccc4c(c3)OCO4)c2NC(=O)c2ccco2)cc1C	78	-4	8%	0.33	0.09	0	-0.88	1.1	0.4
CCCn1c(NC(=O)C2CCN(S(=O)(=O)c3cccs3)CC2)nc2ccccc21	46	-2	6%	-0.4	-1.3	11	-0.43	1.1	3.5
Cc1ccc(-c2nnc(CSc3nnc(COc4ccccc4)n3-c3ccc(C)cc3)o2)cc1	89	0	3%	1.3	-2	3	-0.85	1.1	-0.5
COCCSc1nnc(NC(=O)C2CCCO2)s1 (centres undefined)	88	2	9%	0.28	-0.65	4	-0.49	1.1	-0.3
Cc1c(C(=O)N(C)Cc2ccccc2)oc2ccc(S(=O)(=O)N3CCCC3)cc12	158	x	4%	2.5	-2.3*	8	x	1.1	2.8
CCSc1nnc(NC(=O)CSc2nc3c(c(=O)n2CC)SC(C)C3)s1 (centres undefined)	74	1	5%	1.1	0.42	6	0.45	1.1	-1.1
CCOC(=O)[C@H]1CCC[C@@H](NS(=O)(=O)c2ccc(NC(C)=O)cc2)C1	63	-1	4%	-0.51	-0.023	8	-0.097	1.1	-3.8
COc1nc(-c2ccccc2)ccc1-c1noc(-c2cccs2)n1	50	-4	1%	0.019	0.22	x	0.48	2.2*	-1.9
O=C(Nc1nncs1)c1cccc(S(=O)(=O)N2CCCC2)c1	110	-8	2%	0.29	0.26	3	0.32	1.1	-0.9
COCCNC(=O)Cn1nc(C)c2ccccc2c1=O	85	-3	9%	-0.0032	-0.95	5	0.58	1.1	-4.6
CC1(C)CC(=O)C(C=Nc2ccccc2C(=O)O)=C(O)C1	86	-4	9%	0.44	-0.34	-2	x	1.2	-2.7
O=C(c1ccccc1)C1C(=O)c2ccccc2C1=O	97	1	7%	0.23	0.072	-2	0.47	1	-2.7
C/C=C/c1ccc(Oc2nnnn2-c2ccc(C(N)=O)cc2)c(OC)c1	54	-3	6%	-0.78	-0.13	4	-6.5*	1.1	-0.7
O=C(Nc1ccc(CN2CCOCC2)cc1)c1cccc(F)c1	127	-2	3%	0.75	0.55	3	-1.2	1	-0.5
Cc1ccccc1-c1noc(N)c1C#N	98	-7	12%	-0.43	0.29	9	0.21	1	-2.6
COCCCNC(=O)Cn1cc(C(=O)C2CC2)c2ccccc21	112	2	1%	0.66	1.2	x	-1.3	1.2	-3.5
COc1ccc(CN(C(=O)c2ccco2)C2CC(C)N(C)CC2C)cc1 (centres undefined)	111	-6	7%	0.075	0.48	10	0.038	1.1	0.4
CC(=O)Nc1nn(C)c2nc3cc(C)ccc3cc12	100	0	9%	0.12	-0.043	1	-0.36	2	-2.0
COC(=O)c1cnn2c(C(F)(F)F)cc(-c3ccc(F)cc3)nc12	92	-1	12%[fluoresces]	0.095	-0.0088	5	2.7	3.3*	-0.8
CCCc1cc(=O)[nH]c(SCC(=O)NC(=O)c2ccccc2)n1	88	-1	9%	1.2	-0.27	3	-0.45	1.1	-8.2
COc1ccc(Cl)cc1NC(=O)CSc1nnc(-c2ccncc2)n1CC1CCCO1 (centres undefined)	64	-3	6%	0.82	-0.17	9	0.2	1.1	1.1
CCC(C)(C)n1nnnc1C(c1ccc(OC)c(OC)c1)N1CCN(c2ccc(F)cc2)CC1 (centres undefined)	106	0	3%	-0.44	0.22	6	-0.98	1	-0.8
O=C(CSc1nnc(Nc2ccccc2)s1)NCc1ccco1	102	0	4%	-0.18	-0.39	3	-0.1	1	-2.8
O=C(COC(=O)C1(c2ccccc2F)CCCC1)NC1CCS(=O)(=O)C1 (centres undefined)	108	-4	3%	-0.012	0.019	3	0.84	1	-0.2
Cc1c(NC(=O)CSc2nnc3sc4ccccc4n23)c(=O)n(-c2ccccc2)n1C	90	-3	2%	0.44	-0.24	-11	0.036	1	-1.9
O=C(O)CCCn1nc(C(F)(F)F)c2c1CCCCC2	105	3	2%	0.2	-0.0088	x	0.65	1.2	-0.6
CC(=O)N1CCc2cc(S(=O)(=O)NCCC(=O)Nc3cccc(C)c3)ccc21	128	-2	6%	0.72	-0.47	0	1.1	1.2	-3.9
CCn1c(=O)cc(OCC(=O)Nc2cccnc2)c2ccccc21	112	-4	4%	-0.18	-1.7*	13	0.025	1	-3.7
CNC(=O)c1nnn(-c2ccccc2)c1C(=O)NC	88	-1	5%	-0.75	0.39	7	x	1.1	-1.7
COc1ccc(CN2CCNC(=O)C2CC(=O)O)cc1OC (centres undefined)	105	-1	4%	-0.42	-0.088	3	-0.095	1.1	-4.2
O=C(NC1CCCCC1)C1CCN(S(=O)(=O)N2CCCCCC2)CC1	107	-1	4%	-1.5	0.64	10	-0.014	1.1	-2.1
